Screening results (PubChem BioAssay)
Ba/F3 V617F tox = loss of viability in JAK2V617F-driven Ba/F3 cells. inhibition, % at 5.6 µM. Ba/F3 EpoR-JAK2V617F viability, ATP luminescence. AID 1446. actives 1.1% (n = 220,000);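 active = inhibition above the campaign mean plus 3 SD over all tested compounds, cut at about 24% in these data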;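 also: cytokine-independent growth of Ba/F3 cells driven by EpoR plus mutant JAK2; 0% = DMSO-treated cells and 100% = JAK inhibitor I control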
TRPN1 ag = activates the zebrafish TRPN1 channel; HEK293 zebrafish TRPN1-YFP, Fluo-8 calcium fluorescence; 100% = response to 87 µM carbachol; activation, % at 3 µM; actives 0.18% (n = 220,000); AID 1424;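 active = activation above its plate's cutoff, the mean activation of test wells on that plate plus 3 SD, cut at about 19% in these data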;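 also: 0% = DMSO alone and 100% = 87 µM carbachol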
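Control set: carbachol 87 µM as high control, DMSO as low control; system: HEK293 stable line with zebrafish TRPN1-YFP; read-out: % activation versus carbachol response; detection: intracellular calcium fluorescence with Fluo-8; doses: single test compound dose, 3 µM nominal, 0.3% DMSO; schedule: dye 1 h 37 °C plus 30 min RT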
Wee1 degr inh = human Wee1 degradation inhibition, primary screen; HeLa Luc-Wee1K328M stability, luciferase luminescence; 100% = proteasome inhibitor MG132 effect; reporter increase, % at 5 µM; actives 1.2% (n = 220,000); AID 1321;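 active = activation above the mean of all tested compounds plus 3 SD, set per screening run, cut at about 8.8% in these data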;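 also: cells exposed to compound for 20 h before luminescence read; 0% = DMSO alone and 100% = MG132 at 30 µM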
CHOP inh = inhibitors of CHOP induction in ER stress response. CHO-K1 CHOP-promoter luciferase, tunicamycin-induced, 15-18 h. inhibition, % at 10 µM. actives 3.8% (n = 220,000);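 active = compounds that reduced the stress-induced luciferase reporter signal by more than about 70% of percent inhibition, limit read from the data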;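 also: 0% = tunicamycin plus vehicle and 100% = wells without tunicamycin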
BaF3 tox = reduces parental Ba/F3 cell viability, JAK2V617F counter-screen; CellTiter-Glo ATP luminescence; inhibition, % at 5.6 µM; actives 1.1% (n = 220,000); AID 1486;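 active = inhibition above a per-campaign cutoff, the mean inhibition of all tested compounds plus 3 SD, cut at about 27% in these data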;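 also: 0% = DMSO wells and 100% = JAK Inhibitor I control wells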
RBBP9 inh = blocks human serine hydrolase RBBP9; actives 0.2% (n = 220,000); inhibition, % at 7.94 µM; recombinant RBBP9, FP-Rh probe fluorescence polarization;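 active = inhibition above the campaign mean of all tested compounds plus 3 SD, cut at about 14% in these data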;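 also: plate controls were DMSO wells with RBBP9 for no effect and wells lacking RBBP9 protein for full effect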
Target sequence (O75884 whole entry, looked up): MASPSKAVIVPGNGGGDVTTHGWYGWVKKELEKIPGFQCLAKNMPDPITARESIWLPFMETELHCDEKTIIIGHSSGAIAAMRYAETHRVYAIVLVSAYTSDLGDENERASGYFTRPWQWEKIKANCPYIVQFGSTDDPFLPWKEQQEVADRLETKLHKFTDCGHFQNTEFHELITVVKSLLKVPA
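Measured by: FP readout at 525/598 nm; material: recombinant human RBBP9; also added: Serine-hydrolase probe FP-Rh, 375 nM pre-mixing; medium: Tris buffer pH 8.0, NaCl, Pluronic; replication: one well per compound; doses: one concentration, 7.94 µM nominal, 0.794% DMSO; timing: preincubation 30 min plus labeling 45 min at 25 °C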
PPC-1+TRAIL kill = PPC-1 cancer cell killing with TRAIL present; PPC-1 cells + TRAIL, ATPLite viability luminescence; AID 1443; actives 0.41% (n = 220,000); cell killing (% activity), % at 4 µM;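 active = cell killing above 50% in the first pass at 4 µM, then a duplicate retest at 5 µM averaging 50% or more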;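 also: plate controls were cells with TRAIL plus DMSO for no effect and medium-only wells lacking cells for full effect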
TRPML3 agonist = human mucolipin-3 channel agonism; HEK293 TRPML3-YFP, Fluo-8 calcium fluorescence; 100% = the carbachol control signal; activation, % at 3 µM; actives 0.29% (n = 220,000); AID 1448;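 active = activation above its plate's cutoff, the mean activation of the plate's test wells plus 3 SD, cut at about 12% in these data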;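 also: 0% = DMSO only wells and 100% = carbachol wells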
Target sequence (Q8TDD5 whole entry, looked up): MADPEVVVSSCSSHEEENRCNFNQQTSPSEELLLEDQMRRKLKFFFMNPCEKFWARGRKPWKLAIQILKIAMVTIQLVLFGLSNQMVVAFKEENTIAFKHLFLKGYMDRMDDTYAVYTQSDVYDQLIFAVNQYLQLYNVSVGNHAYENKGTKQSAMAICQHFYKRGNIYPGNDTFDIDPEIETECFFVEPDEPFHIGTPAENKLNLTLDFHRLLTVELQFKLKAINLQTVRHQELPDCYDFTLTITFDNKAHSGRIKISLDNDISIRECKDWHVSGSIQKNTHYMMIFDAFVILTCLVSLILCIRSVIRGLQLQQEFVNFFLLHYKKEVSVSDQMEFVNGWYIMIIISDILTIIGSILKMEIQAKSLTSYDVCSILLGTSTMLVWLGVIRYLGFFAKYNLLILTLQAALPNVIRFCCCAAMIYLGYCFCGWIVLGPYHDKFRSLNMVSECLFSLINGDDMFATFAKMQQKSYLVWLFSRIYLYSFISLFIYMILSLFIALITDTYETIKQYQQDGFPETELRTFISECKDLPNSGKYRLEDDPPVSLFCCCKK
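system = HEK293 cells stably carrying human TRPML3-YFP | doses = one concentration, 3 µM nominal, 0.3% DMSO | timing = dye loading 1 h 37 °C then 30 min ambient, 125 s read | detection = Fluo-8 calcium dye fluorescence, ex 470-495, em 515-575 nm | benchmarks = high control carbachol 87 µM, low control DMSO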
TNF death inh = inhibitors of TNF-alpha induced necroptosis in Jurkat FADD-/- cells; Jurkat FADD-/- TNF necroptosis rescue, ATP luminescence, 24 h; 0 = TNF only, 100 = no-TNF cells; actives 0.068% (n = 220,000); activation (protection from cell death), % at 10 µM; AID 463075;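 active = activation, meaning protection from cell death, of at least 50% relative to plate controls; inactive = activation below 50%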;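 also: necroptosis triggered by 40 ng/mL TNF-alpha added together with compound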
An asterisk follows results filed as active; · = not tested or not shown; [ ] = dose if it differs, or a comment.

Sample of the layout, 11 compounds:
SMILES	Ba/F3 V617F tox	TRPN1 ag	Wee1 degr inh	CHOP inh	BaF3 tox	RBBP9 inh	PPC-1+TRAIL kill	TRPML3 agonist	TNF death inh
COc1ccc(NC(=O)C/C(C)=N/NC(=O)C(=O)NC2CCCCC2)c(OC)c1	-2	0.2	6	23	5	-8	8	-0.6	0.1
O=C(NNc1nc2c(F)cc(F)cc2s1)C1COc2ccccc2O1 (centres undefined)	1	-0.9	1	3	3	-4	8	-0.2	1.7
O=C(N/N=C/c1cccc(O)c1)c1csc2ccccc12	1	-0.5	3	-5	5	1	-9	0.0	-7.1
CCc1c(C(=O)NNC(=S)NC2CCCCC2)csc1C	-2	0.9	3	31	4	-4	4	-0.4	1.8
CCOc1ccc(-n2c(=O)c3sccc3n(CC(=O)NCc3ccco3)c2=O)cc1	1	0.2	-1	-3	2	-10	-13	-0.5	-2.4
Cc1cc2c(c(=O)n1CCc1ccccc1)C(c1ccco1)C(C#N)=C(N)O2 (centres undefined)	-3	0.1	1	25	0	3	12	0.1	-6.2
Cn1nnnc1SCC(=O)Nc1ccccc1[N+](=O)[O-]	-5	0.8	-2	16	3	7	19	0.4	-0.5
N#C/C(=C\c1ccc2c(c1)OCO2)C(N)=S	-3	-1.5	2	-11	-2	8	13	1.0	0.4
Cc1ccc(NC(=O)COc2ccc(-c3nnco3)cc2)cc1S(=O)(=O)N1CCOCC1	3	7.1	-1	28	-1	-6	6	3.7	-0.1
N#Cc1ccc(-c2ccc(F)cc2)nc1SCC(=O)Nc1sc2c(c1C#N)CCC2	0	0.7	0	44	4	-7	9	0.7	0.5
CNC(=S)NN(c1ccccc1)c1ccccc1	-3	-0.2	5	-5	2	-6	1	0.3	-1.0

The whole of this part, previewed entries included:
SMILES	Ba/F3 V617F tox	TRPN1 ag	Wee1 degr inh	CHOP inh	BaF3 tox	RBBP9 inh	PPC-1+TRAIL kill	TRPML3 agonist	TNF death inh
COc1ccc(NC(=O)C/C(C)=N/NC(=O)C(=O)NC2CCCCC2)c(OC)c1	-2	0.2	6	23	5	-8	8	-0.6	0.1
O=C(NNc1nc2c(F)cc(F)cc2s1)C1COc2ccccc2O1 (centres undefined)	1	-0.9	1	3	3	-4	8	-0.2	1.7
O=C(N/N=C/c1cccc(O)c1)c1csc2ccccc12	1	-0.5	3	-5	5	1	-9	0.0	-7.1
CCc1c(C(=O)NNC(=S)NC2CCCCC2)csc1C	-2	0.9	3	31	4	-4	4	-0.4	1.8
CCOc1ccc(-n2c(=O)c3sccc3n(CC(=O)NCc3ccco3)c2=O)cc1	1	0.2	-1	-3	2	-10	-13	-0.5	-2.4
Cc1cc2c(c(=O)n1CCc1ccccc1)C(c1ccco1)C(C#N)=C(N)O2 (centres undefined)	-3	0.1	1	25	0	3	12	0.1	-6.2
Cn1nnnc1SCC(=O)Nc1ccccc1[N+](=O)[O-]	-5	0.8	-2	16	3	7	19	0.4	-0.5
N#C/C(=C\c1ccc2c(c1)OCO2)C(N)=S	-3	-1.5	2	-11	-2	8	13	1.0	0.4
Cc1ccc(NC(=O)COc2ccc(-c3nnco3)cc2)cc1S(=O)(=O)N1CCOCC1	3	7.1	-1	28	-1	-6	6	3.7	-0.1
N#Cc1ccc(-c2ccc(F)cc2)nc1SCC(=O)Nc1sc2c(c1C#N)CCC2	0	0.7	0	44	4	-7	9	0.7	0.5
CNC(=S)NN(c1ccccc1)c1ccccc1	-3	-0.2	5	-5	2	-6	1	0.3	-1.0
COc1ccc(/C=N/Nc2ncnc(Cl)c2N)cc1OC	2	1.3	1	17	4	-4	13	0.5	12
Nc1ccccc1C(=O)N1CCCC1	-1	-0.5	0	11	7	-4	19	1.5	0.1
O=C(Nc1cccc(F)c1)c1c(F)c(F)c(F)c(F)c1F	-3	-0.1	-2	79*	1	-4	29	1.2	5.1
COC(=O)c1[nH]c2ccc(C)cc2c1NC(=O)CN1CCCc2ccccc21	-1	0.4	-1	43	6	3	33	0.7	-1.1
COCCCn1c(C)nnc1SCc1ccc(C(C)(C)C)cc1	-2	-1.1	-3	65	-2	-9	18	0.4	0.0
O=C(NCc1ccc2c(c1)OCO2)c1ccc2c(=O)n(C3CCCC3)c(=O)[nH]c2c1	1	1.4	-2	-11	2	-7	-9	0.0	-6.9
CCCN=Cc1ccc(O)cc1	-3	0.6	0	19	-1	-1	18	0.4	-0.9
COc1ccc(S(=O)(=O)N2C3CCC2CC(NC(=O)NC2CCCCC2)C3)cc1 (centres undefined)	2	-0.2	-2	39	2	0	30	0.8	-2.3
COc1ccc(-c2c3c(=O)n(C)c(=O)n(C)c3cn2C2CCCCC2)cc1	2	-2.5	3	21	5	-6	7	-1.0	-3.1
CC1CCN(CCCOc2ccc(Cl)cc2Br)CC1	-1	0.6	1	23	0	-11	11	1.6	2.0
Nn1c(Cc2cccc3ccccc23)nnc1SCCOc1ccc(Br)cc1	1	-1.6	1	35	5	-9	14	-0.3	1.1
COc1ccc2[nH]c(=O)c(CN(Cc3nnnn3Cc3ccco3)C3CCCCC3)cc2c1	1	0.3	-2	3	1	-14	-6	-0.7	-5.4
CC1CC(C)CN(CC(=O)c2cccs2)C1 (centres undefined)	3	0.3	-1	22	8	-6	0	0.5	-0.9
S=C(Nc1ccc2[nH]ccc2c1)NC1CCCCC1	-2	-0.9	5	7	0	5	5	0.0	-2.9

Other entries.
SMILES	Ba/F3 V617F tox	TRPN1 ag	Wee1 degr inh	CHOP inh	BaF3 tox	RBBP9 inh	PPC-1+TRAIL kill	TRPML3 agonist	TNF death inh
N#Cc1ccccc1Sc1ccccc1C(=O)N1CCOCC1	-2	1.5	0	30	1	-5	12	0.0	0.4
CC(C)NC(=O)N(Cc1ccc(Cl)cc1)Cc1cccs1	-4	-2.0	4	-2	1	-9	-22	-0.7	-2.9
CCOc1ccc(OCC)c(S(=O)(=O)NNC(=O)c2c(C)nc3ccccn23)c1	-3	-0.4	1	5	7	-2	7	0.9	1.1
COc1cc(/C=N/N(C)c2ccccc2)ccc1O	-5	-2.1	6	48	0	7	-4	-1.0	-4.6
Cc1cc(C)cc(NC(=O)N2CCCN(Cc3c(F)cccc3Cl)CC2)c1	-3	-1.3	0	26	0	7	1	-1.1	5.3
COc1ccc(Cc2nnc(NC(=O)c3c(-c4ccccc4)noc3C)s2)cc1OC	-2	0.7	-2	25	0	-7	37	-0.3	2.9
O=C(O)/C=C\c1cccc(-n2cnnn2)c1	1	0.0	-5	16	3	-5	36	1.0	1.0
FC(F)(F)c1nnc2n1N=C(c1cccs1)CS2	1	0.6	-5	0	8	-6	22	0.7	0.0
CC(=O)N1N=C(N)SC1c1cccc([N+](=O)[O-])c1 (centres undefined)	-3	0.9	-3	40	0	4	-6	0.3	-0.4
COc1cc(C(=O)Nc2ccc(O)cc2C(=O)O)ccc1OC(C)=O	6	0.8	0	39	1	-14	-26	0.1	-0.9
COc1ccc(Cl)cc1NC(=O)C1COc2ccccc2O1 (centres undefined)	1	-0.7	1	11	8	2	12	0.4	0.9
COc1cccc(/C=N/NC(=O)c2ccc(=O)n(C)c2)c1OC	0	1.1	-3	4	7	-6	-4	0.6	-0.4
O=C(C1CC(=O)N(C2CCCC2)C1)N1CCN(c2ccccc2F)CC1 (centres undefined)	0	0.7	-2	26	2	-3	-13	0.5	0.6
Cc1oc2c(c1C(=O)c1ccccc1)C(=O)C(=O)c1ccccc1-2	5	-1.0	0	·	-3	0	17	7.9	-14
Fc1ccccc1N1CCN(c2ncnc3nc[nH]c23)CC1	-4	1.4	-2	0	-7	-5	-24	0.9	-0.1
CC1CCCCN1Cc1cnc(Cl)s1 (centres undefined)	-2	-0.2	-2	-8	-2	-1	8	0.3	-1.9
CC(=O)Nc1ccc(S(=O)(=O)N2CCN(Cc3ccncc3)CC2)cc1	2	0.8	0	16	6	-1	23	0.9	0.6
C[C@H](NC(=O)c1nc[nH]c1C(=O)NC(c1ccccc1)c1ccccc1)C(=O)OC(C)(C)C	-6	0.3	-2	6	1	-13	4	-1.1	0.6
O=C(NCc1cccnc1)c1ccc(-c2ccccc2[N+](=O)[O-])o1	-1	0.9	1	18	4	-4	23	0.7	1.0
Cn1c(=O)c2ncn(CC(=O)Nc3nc(-c4ccc(Cl)cc4)cs3)c2n(C)c1=O	-3	-0.2	-3	100*	2	-7	18	0.9	0.1
Cc1nc(C(F)(F)F)c(C(=O)N/N=C(\N)c2cccnc2)s1	2	0.1	-4	-12	8	2	-8	0.5	-0.2
c1ccc(CN=C2NN=C(c3cc4ccccc4o3)CS2)cc1	-3	-1.3	0	30	4	-7	-1	1.1	5.3
CC(C)CC(=O)Nc1ccccc1Oc1ccccc1	1	-2.0	-1	17	3	-4	-5	-0.6	-0.5
CN1CCN(C(=S)c2ccc(N(C)C)cc2)CC1	1	0.2	1	-5	7	-8	20	0.0	-0.8
COc1ccc(C2N(C(=O)c3ccccc3)CCN2C(=O)c2ccccc2)cc1	-3	0.8	-1	18	4	-7	7[5 µM]	0.7	0.7

(cont.)
SMILES	Ba/F3 V617F tox	TRPN1 ag	Wee1 degr inh	CHOP inh	BaF3 tox	RBBP9 inh	PPC-1+TRAIL kill	TRPML3 agonist	TNF death inh
O=C(COc1ccc(Cl)cc1Cl)N1CCCC1	-5	-1.0	-1	-16	1	-2	1	0.3	0.2
COC(=O)C1CC(c2ccc(Cl)cc2)=NO1 (centres undefined)	-2	-0.9	4	3	5	1	12	0.5	0.4
O=C(N/C=C/c1ccco1)NCc1ccccc1	-4	-1.2	0	-5	1	-7	12	0.7	1.2
O=C1c2ccccc2C(=O)N1OCc1c(F)cccc1Cl	3	-0.5	0	-10	7	-1	-2	0.1	-1.0
Cc1cccc2cc(C#N)c(N3CCC(O)CC3)nc12	1	1.0	3	2	6	1	-10	0.2	-1.0
CSc1ccccc1NC(=O)CO/N=C(\C)c1cc2ccccc2o1	-2	-1.0	3	39	3	2	30	0.4	1.5
CCOC(=O)c1ccc(NC(=S)N2CCN(c3ccc(N4CCOCC4)nn3)CC2)cc1	0	0.2	-4	40	7	-5	38	1.0	-0.4
O=C(CSc1nnc2ccc3ccccc3n12)N1CCOCC1	-1	1.1	7	5	5	-6	26	0.5	1.3
O=C(NCc1cccs1)c1cc(-c2cccs2)on1	0	0.5	0	-7	5	-8	16	0.4	0.9
COc1cccc(OC)c1OCCCOc1ccc([N+](=O)[O-])cc1Cl	0	-0.9	0	27	2	6	7	-0.9	3.0
Cc1ccc(C2=NN(CC(=O)NCc3cccs3)C(=O)CC2)cc1	0	-1.6	-1	-4	8	-8	5	0.1	1.2
